Pin1 inh: inhibitors of human Pin1. Pin1 FP peptide displacement, HiFluor488, 10 min. Potency, µM (titrated, usually from 115 µM), for the others: top-dose activity, negative = inhibition, usual class: inhibitors. 390,000 compounds, 0.009% hits. AID 504891; active = well fitted inhibition curve with a large enough effect in the polarisation, with a control signal flat, not every such curve was filed as active; inconclusive = small, poorly fitted or top-dose-only effect, or effect the other way, or a change in a side signal; inactive = no such curve, though single readings can be large or run the other way; the % refers to the polarisation; also: % is scaled to controls: 0 for no effect and ±100 for the full control effect
RGS4 inhibitor: human RGS4 inhibition; Transcreener GDP fluorescence polarization, RGS4-accelerated GTP hydrolysis; Potency, µM (series often up to 114 µM), for the others: top-dose activity change, negative = inhibition, most hits filed as inhibitors; 390,000 compounds, 0.039% hits; AID 504845; also: % is scaled to controls: 0 for no effect and ±100 for the full control effect; nearly all actives have a fitted effect of over 75% in size; some results filed as inactive show a strong effect at the top dose
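MLSMR compounds (23 nl, pin-transferred) preincubated 10 min at room temperature with a 500nM (2x) first reagent, then RGS4 at 900nM (2x) plus Transcreener GDP mix added; fluorescence polarization (620/688 nm) read before and after 90 min at 30 °C.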
HP1b chromo inh: blocks HP1-beta chromodomain binding to methylated histone tails; P83916; AlphaScreen HP1-beta / biotin-H3K9me3 peptide binding; Potency, µM (titrated, usually from 114 µM), without a hit: at the top dose activity change, negative = inhibition, actives largely listed as inhibitors; 390,000 compounds, 0.56% hits; also: nearly all actives have a fitted effect of over 70% in size; inactives centre near 23
Target sequence (P83916 whole entry, looked up): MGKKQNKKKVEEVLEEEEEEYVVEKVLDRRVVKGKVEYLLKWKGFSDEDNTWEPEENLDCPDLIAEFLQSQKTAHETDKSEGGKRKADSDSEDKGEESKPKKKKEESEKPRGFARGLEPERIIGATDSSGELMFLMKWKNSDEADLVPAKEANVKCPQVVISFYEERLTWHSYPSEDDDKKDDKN
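HP1-beta protein (50 nM final) preincubated 30 min at room temperature with biotinylated H3(1-18)K9me3 peptide (50 nM) in PBS pH 7.4, 0.01% Tween-20, then compound added for 30 min. AlphaScreen streptavidin donor/nickel chelate acceptor beads (10 ug/mL final), 30 min dark, luminescence read.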
PGK inhibitor: inhibitors of T. brucei phosphoglycerate kinase; P07378; PGK/GAPDH coupled, Kinase-Glo luminescence, 60 min; Potency, µM (series often up to 57.5 µM), for inactives: at the top dose activity change, negative = inhibition, most hits filed as inhibitors; 380,000 compounds, 0.043% hits; AID 602233; also: % is scaled to controls: 0 for no effect and ±100 for the full control effect; nearly all actives have a fitted effect of over 60% in size
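Luminescent ATP detection (Kinase-Glo Plus) follows a 60-minute room-temperature incubation, with wells lacking PGK as controls. Buffer: 100 mM TEA (pH 7.6), 5 mM MgCl2, 0.01% Tween-20. Coupling enzyme GAPDH (100 nM final) supplies unstable 1,3-BPG in-well.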
GLS inh: inhibitors of human glutaminase (GLS); GLS enzymatic activity, qHTS titration; Potency, µM (doses to about 45.5 µM), for the others: at the highest dose activity change, negative = inhibition, most hits filed as inhibitors; 410,000 compounds, 0.21% hits; also: % is scaled to controls: 0 for no effect and ±100 for the full control effect
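Read-out is an Amplex red fluorescence increase coupled through glutamate oxidase and HRP, measured before and after 30 min room-temperature incubation. hKGA is in 45 mM KH2PO4 (pH 8.2) with 0.02% Tween-20; glutamine added as 1mM solution.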
ERG-DNA inh: inhibitors of human ERG Ets domain-DNA interaction; P11308; fluorescence polarization, His-ERG Ets domain / labelled DNA; Potency, µM (doses to about 76.9 µM), without a hit: top-dose FP activity, negative = inhibition, usual class: inhibitors; 370,000 compounds, 0.028% hits; AID 624246; active = well fitted inhibition curve with a large enough effect in the polarisation, with a control signal flat; inconclusive = small, poorly fitted or top-dose-only effect, or effect the other way, or a change in a side signal; inactive = no such curve, though single readings can be large or run the other way; the % refers to the polarisation;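 also: polarization taken with two DNA probes labelled with fluorescein and Texas red; % of control where 0% means no effect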
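His-tagged ERG Ets domain (1 uM in the protein solution; 300mM KCl, 50mM Tris-HCl, 1mM EDTA, 1mM DTT, pH 7.5) received compound, then a probe mix of 5 nM fluorescein-DNA and 100nM Texas-615-DNA. Fluorescence polarization was read for both dyes.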
JMJD2A Tudor: blocks the human JMJD2A Tudor domain; AlphaScreen JMJD2A-Tudor / H3K4me3 peptide binding; Potency, µM (highest dose often 114 µM), inactives show top-dose activity change, negative = inhibition, hits mostly inhibitors; AID 504339; O75164; 390,000 compounds, 4.4% hits; also: % is scaled to controls: 0 for no effect and ±100 for the full control effect; nearly all actives have a fitted effect of over 50% in size
rTrxR1 inhibitor: rat TrxR1 inhibition. O89049. recombinant rTrxR1, NADPH fluorescence consumption, selenite substrate. Potency, µM (doses to about 114 µM), inactives show top-dose activity change, negative = inhibition, actives largely listed as inhibitors. 390,000 compounds, 1% hits; also: % is scaled to controls: 0 for no effect and ±100 for the full control effect; nearly all actives have a fitted effect of over 65% in size
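Rat TrxR1 (90 nM in the dispensed reagent) was pre-reduced with 400 uM NADPH for 5 min at room temperature, then incubated with compound for 15 min. After 400 uM selenite was added, NADPH fluorescence (Ex 340/Em 450 nm) was followed for 8 min.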
ALOX12 inh: ALOX12 (human) lipoxygenase inhibition | P18054 | purified 12hLO, xylenol orange hydroperoxide absorbance | Potency, µM (titrated, usually from 108 µM), without a hit: top-dose activity change, negative = inhibition, most hits filed as inhibitors | 580,000 compounds, 1.1% hits; also: % is scaled to controls: 0 for no effect and ±100 for the full control effect
Target sequence (P18054 whole entry, looked up): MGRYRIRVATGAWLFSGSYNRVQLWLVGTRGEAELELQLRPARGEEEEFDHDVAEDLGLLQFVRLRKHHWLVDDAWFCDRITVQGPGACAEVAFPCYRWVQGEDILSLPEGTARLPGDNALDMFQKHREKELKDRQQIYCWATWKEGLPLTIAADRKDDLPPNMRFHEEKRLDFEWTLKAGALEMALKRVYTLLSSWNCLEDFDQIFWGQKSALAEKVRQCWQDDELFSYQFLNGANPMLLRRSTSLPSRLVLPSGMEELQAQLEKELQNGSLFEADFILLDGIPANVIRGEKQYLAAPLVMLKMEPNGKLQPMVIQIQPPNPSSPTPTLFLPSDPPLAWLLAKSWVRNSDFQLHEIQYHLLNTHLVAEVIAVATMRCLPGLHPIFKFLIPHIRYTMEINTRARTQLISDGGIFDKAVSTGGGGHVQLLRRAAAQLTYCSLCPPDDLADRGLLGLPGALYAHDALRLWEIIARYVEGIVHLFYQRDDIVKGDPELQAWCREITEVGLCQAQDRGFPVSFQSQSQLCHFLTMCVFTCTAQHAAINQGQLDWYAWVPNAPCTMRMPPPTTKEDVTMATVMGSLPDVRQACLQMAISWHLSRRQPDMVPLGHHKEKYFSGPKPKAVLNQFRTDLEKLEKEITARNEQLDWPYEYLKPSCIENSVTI
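Purified human 12hLO at 150 nM in 25 mM Hepes, 0.01% Triton X-100, pH 7.0, preincubated 15 min at room temperature with compound. Reaction started with 40 uM arachidonic acid, 30 min at room temperature. Hydroperoxide measured by Fe-xylenol orange, 573/405 nm absorbance ratio.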
* = called active by the depositor; i = inactive; u = inconclusive; x = not tested or not shown; & = joins results of further samples; [ ] = another dose, or the depositor's remark. Unless noted, calls follow the shape of the dose curve; as a rule, active = well fitted curve in the direction sought with a large enough effect; inconclusive = small, poorly fitted or top-dose-only effect, or another doubt; inactive = no such curve, though single readings can be large; an effect the other way counts as inactive or inconclusive. Potency is read from the fitted curve at half-maximal effect.

Below each compound – Pin1 inh | RGS4 inhibitor | HP1b chromo inh | PGK inhibitor | GLS inh | ERG-DNA inh | JMJD2A Tudor | rTrxR1 inhibitor | ALOX12 inh
> CCOc1cc(C(=O)NC(CC(=O)O)c2ccc(OC3CCCC3)cc2)cc(OCC)c1OCC (stereo not given)
 : -1% | 12% | 26% | -4% | 0% | -6% | -13% | 18% | -6%
> CCCc1c(C)nc2c(OC)cccc2c1SCC(=O)O
 : -1% | -6% | 25% | -4% | -22% | -6% | 2% | 17%[57.1 µM] | 1%
> COc1ccccc1C(=O)Nn1cnnc1
 : -12% | -14% | 19% | -5% | 4% | -1% | -28% | 10%[57.1 µM] | 6%
> c1ccc2cc(-c3csnn3)ccc2c1
 : 2% | -23% | 53%[activator] | 5% | 20% | 3% | 7% | 8%[57.1 µM] | 11%
> Cn1nccc1C(=O)N1CCCC(C(=O)c2ccc(C(F)(F)F)cc2)C1 (stereo not given)
 : 4% | -7% | 53%[activator] | -10% | -1% | 13% | -12% | -8% | -15%
> CC(=O)N1CCc2cc(S(=O)(=O)NC(CC(C)C)C(=O)Nc3cc(C)ccn3)ccc21 (stereo not given)
 : 4% | -7% | 33% | 1% | -1% | -2% | -18% | 7% | 27%
> Cc1nnc(NC(=O)c2cc(-c3ccncc3)nc3c(C)cccc23)s1
 : 6% | -51% | 35% | -3% | 2% | -7% | -21% | 10% | u
> Cc1nn2c(=O)cc(COC(=O)c3cccc(NC(=O)COc4ccccc4C)c3)nc2s1
 : 2% | -12% | 19% | -4% | 3% | 16% | -9% | 11%[57.1 µM] | -14%
> O=C(CN1CCCc2ccccc21)Nc1ccc(F)cc1[N+](=O)[O-]
 : 8% | 27% | 15% | 5% | 5% | 21% | -17% | -3% | 1%
> Cc1ccc(S(=O)(=O)N[C@@H](C)C(=O)N2CCC(C(=O)N3CCC[C@H]3C(=O)O)CC2)cc1
 : -3% | 3% | 26% | 3% | 2% | 3% | -6% | 2% | 263%[activator]
> CCc1nnc2c(Nc3cccc(C(C)=O)c3)nc3ccccc3n12
 : 2% | 10% | 3% | i | -2% | 2% | -5% | 33% | 3%
> CN(CCc1ccccc1)C(=O)c1cccc(NC(=O)Cc2cccc(NC(=O)C3CCN(C(=O)C4CCC4)CC3)c2)c1
 : 2% | -12% | 41%[activator] | -4% | 1% | 15% | -16% | 7% | u
> CN(C)C(=O)CSc1nc(SCC(=O)N(C)C)n(-c2ccccc2)n1
 : -2% | u | 29% | i | -13% | x | -12% | 6% | 8%
> COc1ccc(O)c(C(=O)c2cnc3onc(C)c3c2)c1
 : 8% | -3% | 23% | 2% | -8% | -2% | -19% | 1% | -7%
> O=C(CCSCc1cccc(Cl)c1)NCCC1=CCCCC1
 : -6% | -42% | 89%[activator] | i | -13% | -9% | 27% | -8% | -22%
> O=C(Nc1ccc(F)cc1)c1ccc(COc2ccccc2)cc1
 : 0% | 3%[11.4 µM] | 11% | -3% | -5% | -9% | -10% | 11% | -10%
> CC12C=CC(=O)C=C1CCC1C2C(=O)C[C@@]2(C)C1CCC2(O)C(=O)CO (stereo not given in full)
 : 2% | 15% | 22% | -9% | 3% | -2% | -12% | 10% | 8%
> Cc1ccc(C(=O)CCC2CCCC2=O)cc1 (stereo not given)
 : -5% | -4% | 34%[activator] | i | -3% | 18% | -9% | -11% | 14%
> COc1ccc(CNC(=O)C2CCCCN2S(=O)(=O)c2ccc(F)cc2)cc1 (stereo not given)
 : -10% | -22% | -5% | -4% | 8% | 1% | -9% | 10%[57.1 µM] | -10%
> COc1cccc(CNC(=O)Cn2c(=O)oc3cc(S(=O)(=O)N4CCCCC4)ccc32)c1
 : 37%[activator] | -14% | 16%[57 µM] | -5% | -2% | 3% | -17% | 8% | -2%

Three of the entries above in order of their number in RGS4 inhibitor, largest number first.
Below each compound – Pin1 inh | RGS4 inhibitor | HP1b chromo inh | PGK inhibitor | GLS inh | ERG-DNA inh | JMJD2A Tudor | rTrxR1 inhibitor | ALOX12 inh
> CCc1nnc2c(Nc3cccc(C(C)=O)c3)nc3ccccc3n12
 : 2% | 10% | 3% | i | -2% | 2% | -5% | 33% | 3%
> COc1ccc(O)c(C(=O)c2cnc3onc(C)c3c2)c1
 : 8% | -3% | 23% | 2% | -8% | -2% | -19% | 1% | -7%
> COc1cccc(CNC(=O)Cn2c(=O)oc3cc(S(=O)(=O)N4CCCCC4)ccc32)c1
 : 37%[activator] | -14% | 16%[57 µM] | -5% | -2% | 3% | -17% | 8% | -2%

Record cards, as listed above. Order of values: Pin1 inh | RGS4 inhibitor | HP1b chromo inh | PGK inhibitor | GLS inh | ERG-DNA inh | JMJD2A Tudor | rTrxR1 inhibitor | ALOX12 inh
CN(C)C(=O)CSc1nc(SCC(=O)N(C)C)n(-c2ccccc2)n1 is entered as -2% | u | 29% | i | -13% | x | -12% | 6% | 8%
O=C(Nc1ccc(F)cc1)c1ccc(COc2ccccc2)cc1 is entered as 0% | 3%[11.4 µM] | 11% | -3% | -5% | -9% | -10% | 11% | -10%
CCCc1c(C)nc2c(OC)cccc2c1SCC(=O)O is entered as -1% | -6% | 25% | -4% | -22% | -6% | 2% | 17%[57.1 µM] | 1%
O=C(CCSCc1cccc(Cl)c1)NCCC1=CCCCC1 is entered as -6% | -42% | 89%[activator] | i | -13% | -9% | 27% | -8% | -22%

(more compounds)
Below each compound – Pin1 inh | RGS4 inhibitor | HP1b chromo inh | PGK inhibitor | GLS inh | ERG-DNA inh | JMJD2A Tudor | rTrxR1 inhibitor | ALOX12 inh
> COc1ccc(C2/C=C\CN(Cc3ccncc3)CC(=O)N2Cc2ccc(F)cc2)cc1 (stereo not given)
 : -5%&3% | 0%&13% | 23%&43% | 11% | 17% | -1% | -24%&-15% | -13%&-1% | i
> CC1CCCC(C)N1C(=O)COC(=O)COc1ccccc1C#N (stereo not given)
 : 0% | 8% | 40%[activator] | -4% | -5% | -6% | 11% | 25% | 147%[activator]
> Cn1nnc(NC(=O)CSc2ncn[nH]2)n1
 : -1% | -2% | 17% | 4% | 11% | -4% | -15% | 19% | u
> O=C(COc1ccc2ccccc2c1)NCCn1ccc2ccccc21
 : 2% | -1% | 34% | 4% | 0% | -4% | -26% | 0%[57.1 µM] | 16%
> COC(=O)C(NC(=O)CCc1c(C)nc2cc(-c3cccc(F)c3)nn2c1C)C(C)C (stereo not given)
 : u | -6% | 25% | 0% | 0% | 1% | 0% | u | -12%

High-throughput results as filed in PubChem BioAssay.

The list is partial, so the mix of outcomes need not match the whole.
